Compound activity (PubChem BioAssay)
MT stabilizer: microtubule stabilizers in HeLa cells; % tubulin-high responders, % at 10 µM; HeLa tubulin immunostaining HCS, 24 h; share of cells brighter than vehicle mean+2SD; AID 2205; 200,000 compounds, 0.83% hits;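 active = plate Z-score above 3 for both tubulin-high and condensed-nucleus cell shares, with cell loss under 80%, at 10 µM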;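 note: anti alpha tubulin signal scored within the nucleus-defined area of each cell; some results filed as inactive read as strong as hits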
Dynein transport: dynein cargo transport inhibition; 220,000 compounds, 0.47% hits; 3617.4 mouse cells, GR-EGFP nuclear translocation imaging; test concentration mostly 20 µM; stimulated with dexamethasone, 1 µM; stronger effect = lower value; z-score, hits read low;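 active = plate z-score of nuclear minus cytoplasmic receptor signal below a set negative limit, without overly bright fluorescence or cell loss, cut at about -3.5 in these data, passing the limit was not always enough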;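 note: z-score of nuclear minus cytoplasmic ring GR-EGFP intensity difference per well; some compounds called inactive have numbers as strong as hits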
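Buffer or medium: tet-free, stripped-serum medium; reagent: dexamethasone at 1.0 µM final, 30 min; incubation: 48 h induction, 1 h compound, 30 min dex at 37 °C; measured by: formaldehyde fixation, Hoechst nuclear stain, 10x automated fluorescence imaging; read-out: nuclear-to-cytoplasmic GR-EGFP distribution per well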
NOD2 inhibition: inhibition of NOD2-driven NF-kB reporter – cell-based, luminescence, uHTS, HEK293 (AID 1566) | HEK293 NOD2/NF-kB luciferase reporter, luminescence; higher % means a stronger effect | inhibition, % at 4 µM, or EC50 in µM where a hit was titrated | 290,000 compounds, 0.63% hits; in the data active = inhibition above about 50%; note: many of its hits are not listed in these tables
Autophagy HCS: autophagy modulation, high-content screen; MEF GFP-LC3 puncta imaging; test concentration mostly 10 µM; calls only at 10 µM (by protocol); 190,000 compounds, 0.98% hits;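 active = percentage of spot-positive cells more than 3 SD above its plate mean, without a fluorescence outlier flag or 80% toxicity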;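 note: spot-positive cell cutoff set from DMSO-treated cells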
bCat nuc transl: alters nuclear translocation of beta-catenin in HeLa cells | immunofluorescence imaging | nuclear translocation activity, % at 5 µM | 190,000 compounds, 0.3% hits | AID 1665;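 active = nuclear translocation activity above 50% at 5 µM, with a well cell count of 50 or more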;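 note: per-cell ratio of nuclear to cytoplasmic median beta-catenin stain intensity; plate controls were DMSO negative control for no effect and GSK-3 inhibitor IX positive control for full effect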
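test system = HeLa cells, endogenous beta-catenin | dosing = single 5 µM dose plus 0.02–20 µM confirmation series | times = compound treatment 24 h, 37°C, 5% CO2 | technique = beta-catenin immunofluorescence imaging with DAPI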
M17LAP inhibition: P. falciparum M17LAP inhibitors, primary screen, biochemical, fluorogenic H-Leu-NHMec substrate, 1536-well (AID 1619). 220,000 compounds, 0.38% hits. inhibition, % at 30 µM, or IC50 in µM where a hit was titrated. recombinant M17LAP, H-Leu-NHMec fluorogenic kinetic assay; higher % means a stronger effect;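 active = compound inhibiting the enzyme by more than half at any dose during confirmatory dose-response retesting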;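 note: plate controls were full reaction with DMSO carrier for no effect and no enzyme background for full effect; strong numbers were not always called active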
NOD1 inhibition: inhibition of NOD1-driven NF-kB reporter – cell-based, luminescence, uHTS, primary screen (AID 1578) | NOD1-driven NF-kB luciferase reporter cells, luminescence; higher % means a stronger effect | one-dose inhibition, % at 4 µM; EC50 in µM for titrated hits | 290,000 compounds, 1% hits; in the data active = inhibition mostly above about 36%, no sharp cut-off; inactive = mostly below about 34%;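 note: HEK-293T reporter cells stimulated with the NOD1 agonist gamma-tri-DAP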
Insulin prom up: MIN6 insulin promoter up-regulation. MIN6 insulin promoter-GFP reporter, high-content imaging; stronger effect = higher value. z-score at 5 µM. 190,000 compounds, 0.3% hits. AID 1625;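 active = z-score above 3 at 5 µM with at least 500 cells counted in the well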
Yfh1-depleted yeast: enhancers of respiration in Yfh1-depleted yeast, dose response, Friedreich's ataxia, plus single-dose screen (AID 1465). S. cerevisiae Yfh1-off respiration, WST-1 reduction, 72 h; higher fold induction means a stronger effect. one-dose fold induction at 50 µM; EC50 in µM for titrated hits. 220,000 compounds, 0.074% hits;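 active = fold induction of absorbance versus untreated yeast above a set limit, then at least 30% activation at any dose in follow-up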;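 note: activators that raise dye reduction in frataxin-depleted yeast; strong numbers were not always called active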
Dynein transport cytoplasmic EGFP: further read-out of Dynein transport, marked with its call; z-score; measured here: cytoplasmic GR-EGFP intensity; stronger effect = higher value
Dynein transport nuclear GR-EGFP: second read-out of Dynein transport, no call of its own (marks repeat the call); z-score; measured here: nuclear GR-EGFP intensity;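 lower value marks the stronger effect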
Dynein transport cell count: also measured in Dynein transport; calls as there; z-score; measured here: cell count per field
Insulin prom up cell count: also measured in Insulin prom up; calls as there; cell count; measured here: cytotoxicity, nuclei count;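 total cells summed across four imaged fields per well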
bCat nuc transl cell count 5 µM: also measured in bCat nuc transl; calls as there; cell count; measured here: cell count, cytotoxicity flag
MT stabilizer Hoechst-high %: also measured in MT stabilizer; calls as there; % Hoechst-high responders; measured here: nuclear condensation Hoechst responders;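 share of cells brighter than vehicle mean plus two SD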
MT stabilizer cytotoxicity %: recorded beside MT stabilizer, whose call it bears; toxicity, %; measured here: cytotoxicity by cell density;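 0% = mean cell density of plate MIN control wells and 100% = no cells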
Autophagy HCS cell loss 18 h: recorded beside Autophagy HCS, whose call it bears; toxicity, %; measured here: cell loss, nuclei count;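 cell loss after 18 h compound exposure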
Active calls of the source: *; i = inactive; x = not tested or not shown. Not all compounds are listed. The share of hits here may be higher or lower than overall.

Every second line gives: MT stabilizer	MT stabilizer Hoechst-high %	MT stabilizer cytotoxicity %	Dynein transport	Dynein transport cytoplasmic EGFP	Dynein transport nuclear GR-EGFP	Dynein transport cell count	NOD2 inhibition	Autophagy HCS	Autophagy HCS cell loss 18 h	bCat nuc transl	bCat nuc transl cell count 5 µM	M17LAP inhibition	NOD1 inhibition	Insulin prom up	Insulin prom up cell count	Yfh1-depleted yeast
> O=C(Nc1ccc(Cl)cc1)/C(=C/c1ccc([N+](=O)[O-])cc1)c1nc2ccccc2s1
 : 36*	50*	59*	-0.6	-0.036	-0.28	1	-2%	i	44	-2.7	1027	0%	-28%	-4.9	654	i
> Cc1cc(NC(=O)c2ccc(S(=O)(=O)Nc3ccccc3)cc2)no1
 : 2.8	1.6	6.3	-0.39	-0.16	0.54	0.49	23%	i	-10	-1.7	1370	-1%	9%	0.62	1314	i
> Cn1ccnc1C1CCCCN1Cc1nc(-c2ccc3c(c2)OCO3)no1 (stereo not given)
 : 4.1	1.4	2.1	1.3	-0.22	1.1	-1.4	-4%	i	18	-0.7	1029	-7%	-35%	0.34	1472	i
> CN(CC(=O)N1CCCCCC1)S(=O)(=O)c1ccc(F)cc1
 : 2.7	2.6	6.1	-0.41	-0.22	-0.52	0.67	-47%	i	-19	3.6	986	12%	-34%	x	x	i
> CCNC(=O)c1ccc(-n2nc(C(F)(F)F)c3c2CCCC3)cc1
 : 1.8	1.1	5.4	-0.5	-0.072	0.079	-0.29	23%	i	-25	x	x	-1%	29%	x	x	i
> O=C(Cc1cc(=O)[nH][nH]1)N/N=C/c1ccccc1Cl
 : 3.2	2.3	7.1	0.25	-0.32	-0.075	0.065	2%	i	6	-2.5	1096	61%	11%	0.74	1501	i
> O=C(N/N=C/c1ccc2c(c1)OCO2)c1cc(-c2ccccc2)nc2ccccc12
 : 29*	24*	46*	-0.37	-0.23	-0.28	1.1	-18%	i	5	1.1	1162	0%	-12%	x	x	i
> Cc1cccc(C)c1NC(=O)COc1cccc(/C=N/NC(=O)C(=O)NCc2ccccc2)c1
 : 3.7	2.2	7.7	0.24	-0.23	-0.036	-0.2	13%	i	-23	x	x	-1%	10%	x	x	i
> CCNC(=O)c1sc(-c2ccccc2)nc1C
 : 2.9	2.3	5.1	0.094	-0.4	-0.096	0.15	-21%	i	-1	2.1	988	-1%	-34%	-0.62	1351	i
> O=C(CNC(=O)C1CCCCC1)OCC(=O)c1ccc(Cl)s1
 : 4.2	1.4	7.6	0.2	-0.14	0.044	-0.094	15%	i	-4	-0.1	1048	-1%	-16%	-0.66	1159	i
> COc1ccc(S(=O)(=O)CCC(=O)N2CCN(c3ccccc3F)CC2)cc1
 : 3.3	1.5	6.4	-0.98	1.5	-0.11	-0.34	14%	i	-4	-0.3	1173	7%	-24%	-0.54	1310	i
> CC(C)NC(=O)C(=O)N/N=C/c1ccco1
 : 2.6	1.3	4.1	0.38	0.012	0.1	0.089	-1%	i	-37	-1.2	1084	29%	-12%	-0.3	1877	i
> COc1ccc(CCNC(=O)CCS(=O)(=O)c2ccc(C)cc2)cc1OC
 : 1.9	1.0	15	2.2	-0.093	0.67	-0.041	2%	i	4	x	x	2%	-2%	-0.55	869	i
> O=C(NCCc1c[nH]c2ccccc12)C(=O)NCC1OCCN1S(=O)(=O)c1ccccc1 (stereo not given)
 : 3.2	2.8	11	1.1	-0.14	0.71	-0.86	15%	i	-3	0.6	1125	19%	-8%	-0.7	1296	i
> Cc1ccc(C(=O)c2c(NC(=O)c3ccccc3)sc(C)c2C)cc1
 : 2.7	1.8	6.6	0.28	-0.2	0.001	-0.023	13%	i	9	x	x	5%	47%	x	x	i
> CCOc1cc(NC(=S)NCC2CCCO2)c(OCC)cc1NC(=O)CC (stereo not given)
 : 1.2	1.4	3.2	1.4	-0.26	0.79	-0.58	13%	i	-1	1.0	1069	-8%	-42%	0.02	1423	i
> COc1ccc(/C=N/NS(=O)(=O)c2ccc(NC(C)=O)cc2)cc1
 : x	x	x	-0.8	-0.22	-0.39	1.2	12%	x	x	-1.6	1359	24%	-4%	-0.49	989	i
> O=C(CSc1nc2ccccc2c(=O)n1-c1ccc(F)cc1F)Nc1ccc(N2CCOCC2)cc1
 : 1.6	3.2	2.9	2.1	-0.2	2.2	-1.4	0%	i	9	-2.4	584	0%	-28%	-1.1	1395	i
> COc1cc(SC)ccc1C(=O)N1CCN(c2ccc(O)cc2)CC1
 : 3.2	2.3	8.3	-0.72	-0.23	-0.74	0.83	6%	i	9	-4.3	959	44%	-61%	-0.5	1176	i
> CCOC(=O)c1c(CSc2ccccc2)oc2ccc(O)cc12
 : 3.3	5.6	5.3	-0.7	-0.31	-0.79	1.1	3%	i	-21	-1.9	509	16%	99%*	0.33	1375	i
> COc1cc(NC(=O)CSc2nc3ccccc3cc2C)c(C(=O)O)cc1OC
 : 1.7	1.7	8.0	0.21	-0.16	0.24	-0.046	19%	i	-5	-1.8	1124	1.6µM*	-21%	0	1358	i
> C=CCn1c(COc2ccccc2F)nnc1SCC(=O)Nc1cc2oc3ccccc3c2cc1OC
 : 2.9	0.6	5.7	-1.2	-0.13	-0.39	1.1	18%	i	-11	-2.4	1058	-1%	4%	x	x	i
> CCN(CC)c1ccc(N=Cc2cc(Br)ccc2O)cc1
 : 1.5	1.5	3.7	-0.7	-0.22	-0.63	0.92	12%	i	23	0.0	1087	6%	1%	-0.3	1142	i
> O=C(CSCSCC(=O)NCC1CCCO1)NCC1CCCO1 (stereo not given)
 : 4.4	2.8	0.9	1.4	-0.24	0.71	-1.4	0%	i	14	-2.6	1155	22%	16%	1.2	1386	i
> O=C(COC(=O)CCc1nc2ccccc2c(=O)[nH]1)NC1CCS(=O)(=O)C1 (stereo not given)
 : 6.0	3.6	5.9	-0.44	-0.31	0.35	0.9	2%	i	7	-1.6	1129	10%	-33%	0.23	1301	i
> O=C1c2oc3ccc(Cl)cc3c(=O)c2C(c2ccco2)N1CCN1CCOCC1 (stereo not given)
 : 3.9	1.7	7.0	-0.73	-0.077	-0.1	-0.55	3%	x	x	-2.7	1199	16%	-11%	0.29	1024	x
> C1CCN(c2nc3nonc3nc2N2CCCCC2)CC1
 : 4.2	2.6	5.5	1.1	-0.056	0.48	-2.4	2%	i	14	-3.5	1175	4%	-2%	0.16	962	i
> CCN=C1SC(C(N)=O)CC(=O)N1CC (stereo not given)
 : 3.7	2.7	14	-0.58	-0.46	-0.0056	0.065	-4%	i	9	x	x	-6%	-15%	-0.08	1133	i
> CCn1cc(C(=S)N2CCC(C(N)=O)CC2)c2ccccc21
 : 4.5	1.3	4.4	0.35	-0.34	0.093	-0.15	12%	i	-2	-5.4	1043	-1%	-18%	-0.49	1512	i
> Cc1ccccc1CN(c1ccc(C(N)=O)cc1)S(C)(=O)=O
 : 6.8	2.0	2.8	0.94	-0.2	0.58	-1.2	-5%	i	-34	x	x	-1%	7%	x	x	i
> O=C(CSCc1ccc([N+](=O)[O-])cc1)N/N=C/c1cccnc1
 : 1.8	1.8	6.6	-0.88	0.0077	-0.51	-0.47	18%	i	-4	0.2	1545	11%	-18%	0	1411	i
> O=C(NCc1ccc2c(c1)OCO2)c1ccc(COc2cccc(Cl)c2)o1
 : 2.5	2.4	8.0	-0.089	-0.19	0.19	-0.22	-30%	i	2	x	x	14%	4%	0	926	x

Just Insulin prom up (two entries from above):
mol	Insulin prom up
O=C(CSCc1ccc([N+](=O)[O-])cc1)N/N=C/c1cccnc1	0
O=C(NCc1ccc2c(c1)OCO2)c1ccc(COc2cccc(Cl)c2)o1	0
